# SKKanGAS inh: inhibitors of SKKanGAS S. pyogenes growth in kanamycin (SK-promoter or general growth effect). BacTiter-Glo, 6 h. inhibition, % at 7.5 µM. 300,000 compounds, 1.3% hits;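 active = mean replicate score, as percent of positive control median, at least 50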;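 note: strain carries kanamycin resistance gene driven by streptokinase promoter and grows in 40 µg/ml kanamycin; loss of luminescence reflects streptokinase promoter inhibition or plain growth inhibition; 0% = median of DMSO wells and 100% = positive control at its reference dose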
# TRPC6 inhibitor: inhibitors of mouse TRPC6 channel; Q61143; HEK293-TRPC6, membrane potential dye, ACh-evoked depolarization; active compounds read low; B-score at 10 µM; 310,000 compounds, 1.1% hits; AID 2553;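 active = B-score under library mean minus 3 SD, initial fluorescence not abnormally high, positive integrated signal ratio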;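 note: B-score derived from integrated fluorescence ratio over the kinetic read; more negative B-score means stronger inhibition of depolarization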
# HIF activator: HIF pathway transcriptional activation. activation, % at 7.5 µM (by protocol). 300,000 compounds, 0.32% hits. U2OS HRE-luciferase reporter, luminescence; normalized: DMSO 0%, desferrioxamine 100%;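 active = mean activation of at least 10% of the iron chelator positive control signal, with at least half of replicates also reaching 10%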
# TRPC4 potent: TRPC4 (mouse) allosteric potentiation; Q9QUQ5; HEK293 TRPC4beta/mu-opioid, DAMGO EC20, Fluo-4 Ca2+ flux; active compounds read high; B-score at 10 µM; 310,000 compounds, 0.42% hits;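 active = B-score of calcium response area above 5 SD of library B-scores, with initial fluorescence ratio within 5 SD of library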;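 note: B-score of integrated fluorescence ratio over time as area under calcium response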
# Target sequence (Q9QUQ5 whole entry, looked up): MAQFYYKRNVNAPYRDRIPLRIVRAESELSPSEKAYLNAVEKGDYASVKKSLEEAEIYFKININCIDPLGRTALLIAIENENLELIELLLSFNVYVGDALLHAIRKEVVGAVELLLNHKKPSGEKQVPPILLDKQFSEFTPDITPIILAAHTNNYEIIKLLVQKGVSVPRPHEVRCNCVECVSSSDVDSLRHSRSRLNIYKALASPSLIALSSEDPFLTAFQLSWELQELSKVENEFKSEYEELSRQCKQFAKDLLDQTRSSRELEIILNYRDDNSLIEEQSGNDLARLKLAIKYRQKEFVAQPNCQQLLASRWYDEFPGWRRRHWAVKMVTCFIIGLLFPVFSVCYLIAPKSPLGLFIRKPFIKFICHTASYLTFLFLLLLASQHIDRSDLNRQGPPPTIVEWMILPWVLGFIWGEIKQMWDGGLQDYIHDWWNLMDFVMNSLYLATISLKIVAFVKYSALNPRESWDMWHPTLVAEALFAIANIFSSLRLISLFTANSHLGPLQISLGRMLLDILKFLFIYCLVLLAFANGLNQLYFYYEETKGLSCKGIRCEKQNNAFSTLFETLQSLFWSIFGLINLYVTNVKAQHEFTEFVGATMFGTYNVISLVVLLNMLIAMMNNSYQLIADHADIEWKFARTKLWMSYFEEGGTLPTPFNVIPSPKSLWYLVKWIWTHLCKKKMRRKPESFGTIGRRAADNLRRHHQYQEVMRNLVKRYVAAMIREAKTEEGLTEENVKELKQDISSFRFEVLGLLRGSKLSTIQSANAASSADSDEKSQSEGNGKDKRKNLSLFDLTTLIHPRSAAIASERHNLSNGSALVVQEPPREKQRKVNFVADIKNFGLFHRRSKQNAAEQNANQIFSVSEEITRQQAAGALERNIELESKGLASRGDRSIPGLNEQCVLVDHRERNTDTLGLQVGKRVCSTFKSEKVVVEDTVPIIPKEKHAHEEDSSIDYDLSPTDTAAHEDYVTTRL
# TRPC6 activator: activates the mouse TRPC6 cation channel; Q61143; HEK293-TRPC6 membrane potential dye fluorescence; active compounds read high; B-score at 10 µM; 310,000 compounds, 0.13% hits; AID 2550;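 active = B-score of the integrated fluorescence ratio above library mean plus 3 SD, and starting fluorescence ratio within library mean plus 5 SD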;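 note: higher score means more depolarization so channel activation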
# aSyn UTR inh: MLPCN primary screen, SNCA 5' untranslated region | inhibition, % (tested at 7.5 µM) | AID 1813 | alpha-synuclein 5'UTR reporter, inhibitor activity | 300,000 compounds, 0.82% hits; in the data active = inhibition above about 60%;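 note: H4 neuroglioblastoma cells stably carrying SNCA 5'UTR luciferase fusion; 0% = DMSO wells and 100% = positive control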
# KLF5 inh: inhibitors of KLF5 expression; DLD-1 KLF5 promoter-luciferase reporter, luminescence; inhibition, % at 5 µM; 290,000 compounds, 0.23% hits; AID 1700;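 active = inhibition above a per-plate limit of that plate's mean compound inhibition plus 3 SD, cut at about 60% in these data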;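 note: 0% = DMSO wells and 100% = LY294002 at 200 µM; higher means less KLF5 promoter-driven luciferase light; inactives centre near -14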
# MrgX1 antagonist: antagonists of human MrgX1 receptor; Q96LB2; B-score at 10 µM; 310,000 compounds, 1.3% hits; MRGX1-HEK293 calcium flux, Fluo-4, BAM8-22 antagonism; active compounds read low;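 active = calcium-response B-score plate-corrected more than 3 library SD below zero, starting fluorescence within 5 deviations, no agonist response on first addition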;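 note: peak minus trough fluorescence over baseline after final BAM8-22 challenge near maximal dose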
# TRPC4 inh: TRPC4 (mouse) channel inhibition. AID 2247. 300,000 compounds, 0.39% hits. HEK293 TRPC4beta/mu-opioid, DAMGO-evoked Fluo4 calcium flux; active compounds read low. Q9QUQ5. B-score at 10 µM;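 active = B-score over 3 SD under the library average, no early fluorescence shift, positive overall ratio signal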
#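 Test system – stable TRPC4beta/mu-opioid receptor HEK293 cells · Probe or stimulus – DAMGO, a submaximal dose followed by a maximal one · Dosing – one concentration per compound · Signal – Fluo4 calcium fluorescence by kinetic imaging, 5 s 1 Hz baseline · Evaluation – per-well B score of integrated baseline-normalized Fluo4 ratio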
# IEC-6 tox: counter-screen for KLF5 inhibitors: cytotoxicity in IEC-6 cells | IEC-6 cytotoxicity, luminescence viability | inhibition, % at 5 µM | 290,000 compounds, 0.78% hits | AID 1825; in the data active = inhibition above about 22%;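 note: 0% = plate median of test compound wells and 100% = cytotoxic reference compound wells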
# TRPC4 act: activators of mouse TRPC4 channel. Q9QUQ5. HEK293 TRPC4beta/mu-opioid, Fluo4 calcium fluorescence; active compounds read high. B-score at 10 µM. 310,000 compounds, 0.49% hits. AID 2237;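 active = B-score above 5 SD of library B-scores, and initial fluorescence ratio not above library mean plus 5 SD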;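 note: positive B-score marks a calcium rise read as TRPC4 activation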
#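 Material: HEK293 stable line with TRPC4beta plus mu-opioid receptor; technique: Fluo4 calcium-sensitive dye fluorescence, kinetic, 1 Hz baseline; timing: Fluo4 dye loading 45 min at room temperature, 110 s recording; controls: assay buffer as low control, maximal DAMGO as high control; read-out: integrated baseline-normalised fluorescence ratio, converted to per-well B score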
# An asterisk follows results filed as active; i = inactive; / = not tested or not shown. A portion of the library, so the mix of outcomes need not match the whole.
SMILES,SKKanGAS inh,TRPC6 inhibitor,HIF activator,TRPC4 potent,TRPC6 activator,aSyn UTR inh,KLF5 inh,MrgX1 antagonist,TRPC4 inh,IEC-6 tox,TRPC4 act
CC(=O)Nc1cc(C(=O)N2CCC3(CC2)OCCO3)ccc1Sc1ccc(C)cc1,1,i,-0.2,i,i,23,-9,i,i,-7,i
O=C(O)C(Cl)(Cl)Cl,1,i,-0.1,i,i,8,/,i,i,/,i
CCn1c(C)c(C(=O)NCCc2ccccc2)c2cc(OC)ccc21,-4,i,-0.4,i,i,-27,-19,i,i,-2,i
COC(=O)C1C(O)C(C)C(O)C(C)/C=C\C=C(/C)C(=O)Nc2c(C)c(OC(C)=O)c3c(c2O)C(=O)C(C)=C2OCOC(=C23)/C(C)=C/C(C)(O)C(O)C(C)C1O (stereo unspecified),7,i,-1.6,i,i,44,-3,i,i,6,i
CCOc1cc2c(cc1OCC)-n1cccc1C(c1ccccc1F)NC2 (stereo unspecified),2,i,-26,i,i,18,1,i,i,4,i
CC(=NCc1ccc2c(c1)OCO2)c1c(O)n(-c2ccc(C)cc2)c(=O)[nH]c1=O,-1,i,-0.1,i,i,8,-23,i,i,6,i
CCCCCCCn1c(=O)c(C(=O)Nc2cnccn2)c(O)c2ccccc21,60*,i,0.3,i,i,44,-36,i,i,4,i
Cc1cc(S(=O)(=O)NC(C)C)ccc1OCC(=O)N1CCN(Cc2ccc3c(c2)OCO3)CC1,10,i,-0.2,i,i,27,-24,i,i,2,i
N=c1c[n+](C2CCCCC2)[n-]o1,-5,i,-0.6,i,i,6,-12,i,i,-2,i
Cn1c(=O)c2c(nc(N/N=C/c3c(O)n(C4CCCCC4)c(=S)[nH]c3=O)n2C)n(C)c1=O,9,i,0.2,i,i,8,7,i,i,-13,i
O=C(COC(=O)Cc1ccccc1)Nc1cc(S(=O)(=O)N2CCOCC2)ccc1N1CCCC1,-6,i,-0.1,i,i,2,-5,i,i,1,i
CCCCn1c(O)c(C=NCCCn2ccnc2)c(=O)[nH]c1=O,6,i,0.0,i,i,1,-52,i,i,-4,i
OC1C2CN3CN(C2)CC1(c1ccccc1)C3 (stereo unspecified),6,i,-0.3,i,i,2,-26,/,i,-6,i
CC1CN=C(Nc2ccccc2)S1 (stereo unspecified),-12,i,0.1,i,i,-8,-17,i,i,-3,i
COC(=O)C1=Nc2ccccc2/C1=C\c1c(O)n(-c2cc(OC)ccc2OC)c(=O)[nH]c1=O,10,i,548*,i,i,-19,-28,i,i,-2,i
CCCC[n+]1cc(=N)o[n-]1,-3,i,0.3,i,i,2,/,i,i,/,i
C#CC[N+]1(C)[C@@H]2CC(OC(=O)C(CO)c3ccccc3)C[C@H]1C(O)C2 (stereo partly specified),2,-9.9*,-2.9,i,i,-3,-6,i,i,0,i
COc1ccc(CCNC(=O)COC(=O)Cc2ccccc2)cc1,-3,i,0.0,i,i,-7,1,i,i,-5,i
CN(C)c1ccc(N=Cc2c(O)n(CCC3=CCCCC3)c(=O)[nH]c2=O)cc1,1,i,-0.1,i,i,6,-8,i,i,-1,i
CN1CC(C(=O)c2ccccc2)C(C(=O)c2ccccc2)C1 (stereo unspecified),-1,i,/,i,i,/,-149,i,i,-2,i
CCCc1nc2ccccc2c(=O)n1-c1ccc(O)cc1,-5,i,-0.3,i,i,27,-1,i,i,3,i
CC1=C(C(=O)N2CCC3(CC2)OCCO3)C2(CCC(C)CC2)OC1=O (stereo unspecified),3,i,-0.1,i,i,-8,-25,i,i,-6,i
COC(=O)C1=C(c2cccc(OC)c2OC)C[C@@H]2CC[C@H]1N2C(=O)NCc1ccco1,10,i,-0.6,i,i,-1,/,i,i,/,i
O=C(c1sc2ccccc2c1Cl)N1CCC2(CC1)OCCO2,1,i,0.7,i,i,3,-53,i,i,-1,i
Cc1cccc(C)c1NC1=NCCCCS1,-4,i,-0.7,i,i,5,7,i,i,0,i
Oc1cc2c(cc1CN1CCN(c3ccccc3)CC1)OCO2,-1,i,-0.1,i,i,-6,9,i,i,5,i
Nc1c2c(nc3sc4c(c13)CCCC4)CCCC2,7,-5.9*,1.3,i,i,-118,-40,i,i,3,i
CCOc1cc(/C=C2\C(=O)NC(=O)N(C)C2=O)cc([N+](=O)[O-])c1O,1,i,0.2,i,i,26,7,i,i,11,i
COCCn1c(-c2ccccc2)cc(C(=O)O)c1C,-3,i,0.0,i,i,15,-7,i,i,-1,i
CCN(CC)P(=O)(c1n(CC)cc[n+]1CC)N(CC)CC,0,i,0.1,i,i,-3,-4,i,i,-3,i
COc1ccc(OC)c(N=Cc2c(O)[nH]c(=O)[nH]c2=O)c1,4,i,-0.1,i,i,8,-3,i,i,4,i
COc1ccc(CCNCC2CCCO2)cc1 (stereo unspecified),-4,i,-2.6,i,i,3,-34,i,i,-2,i
CCOC(=O)c1cccc(-[n+]2c(-c3ccccc3)cc(-c3ccccc3)cc2-c2ccccc2)c1,-7,i,1.9,i,i,8,/,-6.8*,i,/,i
Cc1ccccc1C(O)(Cc1ccccc1)C1CN2CCC1CC2 (stereo unspecified),-1,i,0.7,i,i,-38,-52,i,i,-2,87*
COc1cccc(OC)c1CN1CCCC(C(=O)c2cccc(Cl)c2)C1 (stereo unspecified),-4,i,0.9,i,i,14,-35,i,i,-2,i
CNC(=O)N(C)c1ccc(C(O)(C(=O)OC)C(F)(F)F)cc1 (stereo unspecified),18,i,-0.5,i,i,4,-12,i,i,-2,i
CCNC(=O)NNC(=O)C1CC(c2cccnc2)=NO1 (stereo unspecified),0,i,-0.3,i,i,5,-19,i,i,0,i
CCOc1ccc(-c2cc(C)[n+](CCN3CCOCC3)c(-c3ccc(OCC)cc3)c2)cc1,-3,i,-0.3,i,i,3,-8,i,i,0,i
O=P(Oc1ccccc1)(Oc1ccccc1)N1CCN(c2ccc(F)cc2)CC1,-1,i,0.0,i,i,15,-13,i,i,0,i
O=C1NC(=O)N(c2ccccc2)C(=O)/C1=C/c1coc2ccc(O)cc2c1=O,6,i,0.1,i,i,-4,-22,i,i,-2,i
Cc1ccc(N)c(C(=O)c2ccccc2)c1,12,i,-0.2,i,i,3,10,i,i,5,i
Clc1ccc(-c2nc3ccc(Cl)cn3c2CN2CCCCC2)cc1,6,i,-0.3,i,i,-10,-6,i,i,-4,i
O=C(Nc1ccc(F)cc1F)c1cccnc1Oc1cccc(C(F)(F)F)c1,-7,i,0.1,i,i,23,-25,i,/,-1,i
CCOC(=O)Cc1csc(NC(=O)c2c(O)c3ccccc3n(CCC(C)C)c2=O)n1,68*,i,-0.4,i,i,6,-25,i,i,6,i
C/C(=N\NC(N)=O)c1c(O)n(C)c(=O)n(C)c1=O,2,i,-1.1,i,i,17,-8,i,i,-8,i
CC(C)(O)[C@H]1O[C@H]2CC[C@@]3(C)[C@@](O)(CC[C@H]4Cc5c([nH]c6ccccc56)[C@@]43C)C2=CC1=O,7,i,-0.3,i,i,-19,6,-4.6*,i,-2,i
CN(C)C(=S)SSC(=S)N(C)C,27,i,-0.1,i,i,-38,22,i,i,102*,i
CC(C)CC(NC(=O)CCCNC(=O)CCC(=O)OC1O[C@H]2OC3(C)CC[C@H]4[C@H](C)CCC(C1C)C24OO3)C(=O)O (stereo partly specified),-2,i,1.2,i,i,-2,82*,i,i,30*,i
O=P1(NCc2ccco2)COc2ccccc2OC1,-4,i,-0.1,i,i,13,-28,i,i,-2,i
O=c1[nH]c(=S)n(Cc2ccc(F)cc2)c(O)c1/C=N/N1CCCCC1,6,i,-0.4,i,i,9,-9,i,i,-5,i
O=C1CSC2N1CCNC21CCCCC1 (stereo unspecified),-4,i,0.1,i,i,-19,1,i,i,6,i
COc1ccc(-n2c(-c3ccccc3[N+](=O)[O-])nc3ccccc3c2=O)cc1,2,i,-9.9,i,i,8,-12,i,i,-5,i
Cc1cccc(N2C(=O)/C(=C/c3ccc(CN(CCC#N)S(C)(=O)=O)o3)C(=O)NC2=S)c1,2,i,/,i,i,/,-4,i,i,-6,i
c1ccc(C2N3CCCN23)cc1 (stereo unspecified),0,i,0.5,i,i,-9,5,i,i,2,i
COc1cccc(OC)c1C(=O)Nc1nc(N)n(-c2ccccc2)n1,6,i,-0.1,i,i,15,-39,i,i,-4,i
Cc1[nH]c2ccccc2c1/C=N/O,-3,i,-1.0,i,i,-8,-12,i,i,4,i
CC(=NCCCN1CCOCC1)c1c(O)[nH]c(=O)[nH]c1=O,0,i,0.0,i,i,-9,-12,i,i,3,i
Cc1ccc(S(=O)(=O)NCC2CCC(C(=O)N3CCC4(CC3)OCCO4)CC2)cc1 (stereo unspecified),-2,i,-0.5,i,i,8,-16,i,i,-1,i
O=C(c1ccc2c(c1)OCO2)N1CCC2(CC1)OCCO2,0,i,-0.3,i,i,2,-4,i,i,2,i
O=C1NC(=O)N(c2ccccc2F)C(=O)/C1=C/c1ccc(Oc2ccc([N+](=O)[O-])cn2)cc1,-6,i,0.1,i,i,6,-14,i,i,-4,i
# Next section
SMILES,SKKanGAS inh,TRPC6 inhibitor,HIF activator,TRPC4 potent,TRPC6 activator,aSyn UTR inh,KLF5 inh,MrgX1 antagonist,TRPC4 inh,IEC-6 tox,TRPC4 act
CCS(=O)(=O)NCc1nnc2n1-c1ccc(Cl)cc1C(c1ccccc1)=NC2,3,i,-0.2,i,i,11,31,i,i,3,i
O=S(=O)(NC1CCCCC1)OCC(Cl)(Cl)Cl,-1,i,-0.4,i,i,13,-7,i,i,-3,i
CCOP1(=S)Oc2cc3c(cc2C(C(=O)OC)(C(F)(F)F)O1)OCO3 (stereo unspecified),-8,i,/,i,i,35,-34,i,i,-2,i
O=C(COc1ccc(Cl)cc1)N1CCN(C2CCCC2)CC1,3,i,-0.2,i,i,-2,-6,i,i,1,i
C[C@]12CC[C@H]3[C@@H](CCC4=CC(=O)CC[C@@]43O)[C@@H]1CCC2=O,-3,i,2.5,i,i,-12,-14,i,i,-7,i
CCOC(=O)c1c(/N=C/c2c(O)n(-c3ccccc3F)c(=S)[nH]c2=O)sc2c1CCCC2,-3,i,-0.4,i,i,4,-4,i,i,-2,i
O=c1[nH]c(=O)n(Cc2ccccc2)c(O)c1C=NCCCn1ccnc1,-14,i,-0.2,i,i,5,6,i,i,0,i
